High-throughput results (PubChem)
NPR2 activator – human GC-B receptor activators, primary screen, HEK293 GC-B cells, cGMP TR-FRET, EC30 CNP | 0% at EC30 CNP, 100% saturating CNP | activation, % at 10 µM | 370,000 compounds, 0.11% hits | AID 1920062, 2024;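 active means activation at 10 µM reaching about 35% in either raw or pattern-adjusted values, limit read from the data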
ABHD4 inh – ABHD4 inhibitors, primary screen, biochemical, fluorescence polarization, mouse; (Lyso)-N-acylphosphatidylethanolamine lipase (Mus musculus), Q8VD66; purified mABHD4, FP-Rh probe fluorescence polarization; inhibition, % at 8.92 µM; 370,000 compounds, 0.54% hits; AID 720543, 2013;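 active means inhibition exceeding the mean over every tested compound plus 3 SD, cut at about 30% in these data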;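 further: 0% = plate median of compound wells and 100% = S159A mutant with DMSO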
Target sequence (Q8VD66 whole entry, looked up): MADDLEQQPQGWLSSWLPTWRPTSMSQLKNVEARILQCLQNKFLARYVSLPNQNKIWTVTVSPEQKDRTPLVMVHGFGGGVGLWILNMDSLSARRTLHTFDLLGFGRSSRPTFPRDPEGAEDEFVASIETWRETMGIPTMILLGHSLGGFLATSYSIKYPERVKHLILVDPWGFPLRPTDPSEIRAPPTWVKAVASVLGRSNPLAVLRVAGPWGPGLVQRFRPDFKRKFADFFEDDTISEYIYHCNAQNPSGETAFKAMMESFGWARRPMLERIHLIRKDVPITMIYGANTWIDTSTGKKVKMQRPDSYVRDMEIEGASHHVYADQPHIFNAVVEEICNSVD
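Test system: mABHD4 protein | Buffer or medium: HEPES pH 7.0 buffer, 150 mM NaCl, 0.01% Pluronic F-127 | Probe or stimulus: FP-Rh fluorescent activity-based probe, added after compound pre-incubation | Timing: Pre-incubation 45 min, probe exposure 60 min, at 25 °C | Technique: Fluorescence polarization, excitation 525 nm, emission 598 nm, BODIPY TMR filters | Repeats: Single well per compound (singlicate)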
TCR-CD3 inh – inhibitors of human TCR-CD3 interaction, primary screen, biochemical, fluorescence, TAMRA-labeled TCR probe. T-cell receptor (TCR). inhibition, % at 9.4 µM. 360,000 compounds, 0.37% hits. AID 651800, 2012; in the data active means inhibition above about 19%;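 further: recombinant mutant TCR 2C K166C tagged with TAMRA read by polarization; 0% = receptor in buffer alone and 100% = receptor with positive control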
NPR1 activator – GC-A stimulated cGMP production enhancers – HEK293 GC-A cells, cGMP TR-FRET, EC30 ANP, primary screen. 370,000 compounds, 0.14% hits. Atrial natriuretic peptide receptor 1 (Homo sapiens), P16066. activation, % at 10 µM. 0% at EC30 ANP, 100% saturating ANP; in the data active means activation above about 40%
UHRF1 binding – UHRF1 methylated DNA binding inhibitors, primary screen, counter-screen for MBD2 inhibitor project, biochemical, TR-FRET, human UHRF1, single concentration; E3 ubiquitin-protein ligase UHRF1 (Homo sapiens), Q96T88; UHRF1 binding to methylated oligo; inhibition, % at 4.4 µM; 370,000 compounds, 0.75% hits; AID 687016, 2013; in the data active means inhibition above about 21%;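 further: UHRF1 SRA domain binding a hemimethylated CpG hairpin DNA probe; 0% = median of test compound wells and 100% = reference inhibitor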
PRMT1 FP inh – PRMT1 methyltransferase inhibitors, primary screen, biochemical, fluorescence polarization. Protein arginine N-methyltransferase 1 (Homo sapiens), Q99873. recombinant PRMT1, activity-based probe fluorescence polarization. inhibition, % at 2.79 µM. 370,000 compounds, 1.3% hits;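 active means inhibition above about 21% made by adding two undisclosed values, limit read from the data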
MBD2 DNA inh – inhibitors of MBD2 binding to methylated DNA, primary screen, biochemical, TR-FRET, DNA-binding domain, human | inhibition, % at 4.4 µM | 370,000 compounds, 0.31% hits | MBD2 binding to methylated oligonucleotide | AID 686964, 2013 | Methyl-CpG-binding domain protein 2 (Homo sapiens), Q9UBB5; in the data active means inhibition above about 13%
Target sequence (Q9UBB5 whole entry, looked up, the tested form may be a part): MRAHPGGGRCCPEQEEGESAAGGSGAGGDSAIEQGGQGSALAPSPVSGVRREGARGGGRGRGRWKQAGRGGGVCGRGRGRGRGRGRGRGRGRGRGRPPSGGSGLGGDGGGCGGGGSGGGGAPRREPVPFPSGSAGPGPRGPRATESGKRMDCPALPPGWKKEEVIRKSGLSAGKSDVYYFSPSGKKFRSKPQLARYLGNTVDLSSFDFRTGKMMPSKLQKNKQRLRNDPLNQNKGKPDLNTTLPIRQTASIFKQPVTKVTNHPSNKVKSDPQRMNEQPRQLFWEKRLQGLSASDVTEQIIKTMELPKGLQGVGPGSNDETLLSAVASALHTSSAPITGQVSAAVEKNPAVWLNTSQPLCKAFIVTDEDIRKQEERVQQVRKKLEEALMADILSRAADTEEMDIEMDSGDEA
rCAG RNA binder – binders of r(CAG) RNA repeats, primary screen, biochemical, fluorescence. 370,000 compounds, 1.3% hits. r(CAG) RNA repeat, TO-PRO-1 dye displacement fluorescence. AID 651821, 2012. inhibition, % at 3 µM;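 active means inhibition above the plate cutoff, the mean of all test compounds on that plate plus 3 SD, cut at about 35% in these data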;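 further: 0% = DMSO alone and 100% = 100 µM mitoxantrone as full dye displacement; higher means more dye released from RNA so lower well fluorescence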
SIAE primary – human SIAE inhibitors, primary screen, biochemical, fluorescence polarization, FP-Rh probe, 1536-well HTS. inhibition, % at 9.66 µM. SIAE FP-Rh probe binding. 370,000 compounds, 0.69% hits. Sialate O-acetylesterase (Homo sapiens), Q9HAT2;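 active means inhibition above a cutoff: mean of compounds within the control limits plus 3 SD of those, cut at about 17% in these data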;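 further: 0% = plate median of compound wells and 100% = probe without SIAE protein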
HTRA1 inhibitor – HTRA1 serine protease inhibitors, primary screen, biochemical, fluorescence polarization, HTS. Q92743. recombinant HTRA1, FP-rhodamine activity-based probe. inhibition, % at 5.96 µM. 340,000 compounds, 0.5% hits. AID 504803, 2011; in the data active means inhibition above about 36%;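 further: 0% = enzyme with DMSO and 100% = wells lacking enzyme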
Numbers without * were called inactive; / = not tested or not shown. An excerpt; count on the stated rates, not on these rows.

Keys – A = NPR2 activator; B = ABHD4 inh; C = TCR-CD3 inh; D = NPR1 activator; E = UHRF1 binding; F = PRMT1 FP inh; G = MBD2 DNA inh; H = rCAG RNA binder; I = SIAE primary; J = HTRA1 inhibitor
1) O=C(NC(Cc1ccccc1)c1nc2ccccc2[nH]1)c1ccc(Cl)c([N+](=O)[O-])c1 (stereo unspecified)
  A: -8	B: -1	C: 2	D: -22	E: 1	F: 0	G: -2	H: 3	I: -6	J: -12

2) C=CCn1c(COc2ccccc2)nnc1SCC(=O)c1ccc(OC)cc1
  A: -2	B: -5	C: /	D: -2	E: 2	F: -3	G: -3	H: 2	I: -5	J: /

3) CC(Sc1nnnn1-c1ccc(O)cc1)c1nc2ccccc2c(=O)[nH]1 (stereo unspecified)
  A: -1	B: -7	C: 1	D: -3	E: 15	F: -9	G: 1	H: -1	I: -2	J: -1

4) Cc1ccc(S(=O)(=O)/C=C/c2ccccc2)cc1
  A: 2	B: 3	C: -1	D: 4	E: 2	F: 1	G: 2	H: -3	I: 2	J: -8

5) O=C(Nc1ccccc1)Nc1ccc(Cl)nc1Cl
  A: -1	B: -9	C: -3	D: 5	E: -2	F: -2	G: 2	H: 0	I: 0	J: -5

6) CCc1c(C(=O)NC2CCCC2)csc1C
  A: 5	B: -3	C: 0	D: -4	E: 1	F: -2	G: 5	H: -2	I: 4	J: 4

7) CC(C)(C)c1ccc(C(=O)Nc2nnc(SCC(=O)NCC3CCCO3)s2)cc1 (stereo unspecified)
  A: 3	B: 1	C: 2	D: 2	E: -1	F: 3	G: -2	H: -1	I: -2	J: -3

8) O=S(=O)(NC1CCCc2ccccc21)c1cnc[nH]1 (stereo unspecified)
  A: 3	B: -3	C: -2	D: -2	E: 0	F: 2	G: -5	H: 5	I: 26*	J: 3

9) COc1ccc(/C=C2/N=C3CCCCCN3C2=O)cc1OC
  A: 3	B: 2	C: 2	D: 0	E: 1	F: 4	G: -6	H: 4	I: 2	J: 1

10) CC(=O)Nc1ccc(NC(=O)CSc2nc(N)c(NC(=O)c3ccco3)c(=O)[nH]2)cc1
  A: 7	B: -8	C: 18	D: -1	E: 1	F: -1	G: 5	H: 7	I: -5	J: 4

11) c1ccc2c(c1)ccc1ccccc12
  A: -7	B: -4	C: -1	D: -4	E: -2	F: -4	G: -4	H: -3	I: 0	J: 4

12) CCCCc1nc2sc3c(=O)n(N)cnc3c2c2c1CCC2
  A: -7	B: -1	C: 4	D: 4	E: -3	F: -3	G: -6	H: -1	I: 1	J: 0

13) C=CCN1C(=O)[C@@H](CC(=O)N2CCOCC2)[C@]2(C(=O)OCC)CCCCC/C=C/12
  A: 7	B: 1	C: /	D: 4	E: 5	F: 1	G: -2	H: 8	I: -1	J: /

14) COc1ccc(NC(=O)Nc2ccc(C(=O)N3CCOCC3)cc2)c(OC)c1
  A: -3	B: 1	C: 0	D: 0	E: 0	F: -4	G: -4	H: 0	I: 9	J: -6

15) CCc1ccc(C2CC(c3ccco3)=NN2S(C)(=O)=O)cc1 (stereo unspecified)
  A: 2	B: -1	C: 1	D: -1	E: 2	F: 8	G: 1	H: 2	I: -5	J: -9

16) O=C(NCCC1CCCCN1S(=O)(=O)c1ccccc1)C(=O)Nc1ccccc1 (stereo unspecified)
  A: 2	B: -7	C: 4	D: 3	E: 1	F: -4	G: -2	H: -2	I: -10	J: -12

17) Cc1cc(C(=O)CCC(=O)N(C)CC2COc3ccccc3O2)c(C)s1 (stereo unspecified)
  A: -4	B: -1	C: 0	D: -1	E: 0	F: -2	G: -2	H: 3	I: 5	J: -10

18) CC(OC(=O)c1ccc2ccccc2n1)C(=O)Nc1ccc(N2CCOCC2)cc1 (stereo unspecified)
  A: 2	B: -1	C: -10	D: -6	E: -1	F: 4	G: 4	H: -4	I: -5	J: 9

19) CC1(C)O[C@H]2CC(=O)OC[C@]23[C@H]2CC[C@@]4(C)[C@H](c5ccoc5)OC(=O)[C@H]5O[C@]54[C@]2(C)[C@@H](O)C[C@@H]13
  A: 5	B: -1	C: 9	D: 0	E: 1	F: -1	G: -4	H: -3	I: 0	J: -6

20) CC(OC(=O)C1CC1)C(=O)Nc1ncc(Cl)cc1Cl (stereo unspecified)
  A: 0	B: -11	C: -7	D: 6	E: 1	F: 3	G: 6	H: -1	I: 12	J: 4

Ten neighbouring records out of the list so far, for reference:
Keys – A = NPR2 activator; B = ABHD4 inh; C = TCR-CD3 inh; D = NPR1 activator; E = UHRF1 binding; F = PRMT1 FP inh; G = MBD2 DNA inh; H = rCAG RNA binder; I = SIAE primary; J = HTRA1 inhibitor
11) c1ccc2c(c1)ccc1ccccc12
  A: -7	B: -4	C: -1	D: -4	E: -2	F: -4	G: -4	H: -3	I: 0	J: 4

12) CCCCc1nc2sc3c(=O)n(N)cnc3c2c2c1CCC2
  A: -7	B: -1	C: 4	D: 4	E: -3	F: -3	G: -6	H: -1	I: 1	J: 0

13) C=CCN1C(=O)[C@@H](CC(=O)N2CCOCC2)[C@]2(C(=O)OCC)CCCCC/C=C/12
  A: 7	B: 1	C: /	D: 4	E: 5	F: 1	G: -2	H: 8	I: -1	J: /

14) COc1ccc(NC(=O)Nc2ccc(C(=O)N3CCOCC3)cc2)c(OC)c1
  A: -3	B: 1	C: 0	D: 0	E: 0	F: -4	G: -4	H: 0	I: 9	J: -6

15) CCc1ccc(C2CC(c3ccco3)=NN2S(C)(=O)=O)cc1 (stereo unspecified)
  A: 2	B: -1	C: 1	D: -1	E: 2	F: 8	G: 1	H: 2	I: -5	J: -9

16) O=C(NCCC1CCCCN1S(=O)(=O)c1ccccc1)C(=O)Nc1ccccc1 (stereo unspecified)
  A: 2	B: -7	C: 4	D: 3	E: 1	F: -4	G: -2	H: -2	I: -10	J: -12

17) Cc1cc(C(=O)CCC(=O)N(C)CC2COc3ccccc3O2)c(C)s1 (stereo unspecified)
  A: -4	B: -1	C: 0	D: -1	E: 0	F: -2	G: -2	H: 3	I: 5	J: -10

18) CC(OC(=O)c1ccc2ccccc2n1)C(=O)Nc1ccc(N2CCOCC2)cc1 (stereo unspecified)
  A: 2	B: -1	C: -10	D: -6	E: -1	F: 4	G: 4	H: -4	I: -5	J: 9

19) CC1(C)O[C@H]2CC(=O)OC[C@]23[C@H]2CC[C@@]4(C)[C@H](c5ccoc5)OC(=O)[C@H]5O[C@]54[C@]2(C)[C@@H](O)C[C@@H]13
  A: 5	B: -1	C: 9	D: 0	E: 1	F: -1	G: -4	H: -3	I: 0	J: -6

20) CC(OC(=O)C1CC1)C(=O)Nc1ncc(Cl)cc1Cl (stereo unspecified)
  A: 0	B: -11	C: -7	D: 6	E: 1	F: 3	G: 6	H: -1	I: 12	J: 4

New compounds follow
Keys – A = NPR2 activator; B = ABHD4 inh; C = TCR-CD3 inh; D = NPR1 activator; E = UHRF1 binding; F = PRMT1 FP inh; G = MBD2 DNA inh; H = rCAG RNA binder; I = SIAE primary; J = HTRA1 inhibitor
21) COc1ccc2[nH]c3c(=O)n(CCCC(=O)NC4CCCCC4C)c(=S)[nH]c3c2c1 (stereo unspecified)
  A: 6	B: 4	C: -2	D: -2	E: -1	F: -2	G: -4	H: 5	I: 0	J: 3

22) COC(=O)c1ccc(N/C=C\C(=O)c2ccc3c(c2)OCO3)cc1
  A: -3	B: -1	C: 6	D: 4	E: -2	F: 0	G: 0	H: 3	I: -9	J: 1

23) CSc1nc(C(=O)N2CCCC(C(=O)c3ccc(Cl)cc3)C2)cs1 (stereo unspecified)
  A: -5	B: 0	C: 11	D: -1	E: 0	F: -8	G: 0	H: 3	I: 1	J: -7

24) Cc1cccc(NC(=S)N(CCCN2CCOCC2)C(C)c2cc3ccccc3o2)c1 (stereo unspecified)
  A: 2	B: -4	C: 7	D: -4	E: -1	F: -7	G: 0	H: -8	I: 9	J: -1

25) CCCOc1ccc2[nH]c(C(=O)N/N=C/c3cc(OC)c(OC)c(OC)c3)cc2c1
  A: -6	B: 3	C: -8	D: 5	E: 1	F: 4	G: 1	H: 2	I: 15	J: -1
